GLS inhibitor: qHTS for Inhibitors of Glutaminase (GLS) | 410,000 compounds, 0.21% hits | Glutaminase kidney isoform, mitochondrial (Homo sapiens), O94925 | Potency, µM (titrated, usually from 45.5 µM), inactives show at the highest dose activity change, negative = inhibition, actives largely listed as inhibitors | GLS enzymatic activity, qHTS titration; also: potency is read from the fitted curve at half-maximal effect; % is scaled to controls: 0 for no effect and ±100 for the full control effect
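Two-point fluorescence kinetic (t0, 30 min RT) for hKGA; glutamate detected via glutamate oxidase–HRP–Amplex Red. Substrate: 1 mM L-glutamine solution; buffer 45 mM KH2PO4, pH 8.2.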
PI4K2A block: qHTS for small molecular inhibitors of PI4K2A; purified PI4K2A, ADP-Glo luminescence, 1 h; hits give low values; activity change, negative = inhibition, % at 76.9 µM; 420,000 compounds, 0.13% hits; AID 1346378, 2018; in the data active = activity change below about -50%; inconclusive = mostly about -30% to -49%;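 also: -100% = wells without enzyme as full effect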
Target sequence (Q9BTU6 whole entry, looked up): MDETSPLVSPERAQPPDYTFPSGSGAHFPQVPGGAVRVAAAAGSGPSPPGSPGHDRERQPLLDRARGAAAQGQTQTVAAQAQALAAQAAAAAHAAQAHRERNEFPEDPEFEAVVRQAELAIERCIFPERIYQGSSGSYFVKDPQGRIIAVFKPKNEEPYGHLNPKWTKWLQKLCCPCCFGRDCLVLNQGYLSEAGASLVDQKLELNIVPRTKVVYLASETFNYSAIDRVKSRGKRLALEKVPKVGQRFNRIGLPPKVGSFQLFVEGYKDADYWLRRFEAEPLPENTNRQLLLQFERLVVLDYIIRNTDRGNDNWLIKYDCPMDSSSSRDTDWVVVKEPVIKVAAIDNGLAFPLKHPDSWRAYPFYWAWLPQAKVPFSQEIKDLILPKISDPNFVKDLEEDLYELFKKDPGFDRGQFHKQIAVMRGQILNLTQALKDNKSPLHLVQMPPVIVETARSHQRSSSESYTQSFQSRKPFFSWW
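Compounds are screened against recombinant PI4K2A using PI as substrate and ATP, the latter dispensed at 300 microM. Reactions run one hour at ambient temperature before ADP-Glo detection; full inhibition defined by wells lacking enzyme.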
JMJD2A Tudor inh: qHTS Assay for Inhibitors of JMJD2A-Tudor Domain; AlphaScreen JMJD2A-Tudor / H3K4me3 peptide binding; AID 504339, 2011; Lysine-specific demethylase 4A (Homo sapiens), O75164; 390,000 compounds, 4.4% hits; Potency, µM (top dose mostly 114 µM), inactives show at the top dose activity change, negative = inhibition, most hits filed as inhibitors; also: potency is read from the fitted curve at half-maximal effect; % is scaled to controls: 0 for no effect and ±100 for the full control effect; nearly all actives have a fitted effect of over 50% in size
BAZ2B block: qHTS Assay for Inhibitors of BAZ2B; Bromodomain adjacent to zinc finger domain protein 2B (Homo sapiens), Q9UIF8; AlphaScreen BAZ2B-H3K14Ac peptide displacement; Potency, µM (series often up to 114 µM), for inactives: top-dose activity change, negative = inhibition, most hits filed as inhibitors; 360,000 compounds, 4.4% hits; also: potency is read from the fitted curve at half-maximal effect; % is scaled to controls: 0 for no effect and ±100 for the full control effect; nearly all actives have a fitted effect of over 60% in size
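BAZ2B (50 nM) with biotin-H3(5-23)K14Ac peptide (50 nM) in PBS pH 7.4, 0.01% Tween-20, preformed 30 min, then compound 30 min at room temperature; top concentration 110uM. AlphaScreen streptavidin donor/nickel chelate acceptor beads (10 ug/mL final), 20 min dark, signal read.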
G9a block: qHTS Assay for Inhibitors of Histone Lysine Methyltransferase G9a. Histone-lysine N-methyltransferase EHMT2 (Homo sapiens), Q96KQ7. G9a H3K9 monomethylation, AlphaScreen, 2 h. Potency, µM (top dose mostly 102 µM), for the others: top-dose activity, negative = inhibition, actives largely listed as inhibitors. 350,000 compounds, 8.8% hits; also: potency is read from the fitted curve at half-maximal effect; % is scaled to controls: 0 for no effect and ±100 for the full control effect; nearly all actives have a fitted effect of over 75% in size
Target sequence (Q96KQ7 913-1193 limits assumed): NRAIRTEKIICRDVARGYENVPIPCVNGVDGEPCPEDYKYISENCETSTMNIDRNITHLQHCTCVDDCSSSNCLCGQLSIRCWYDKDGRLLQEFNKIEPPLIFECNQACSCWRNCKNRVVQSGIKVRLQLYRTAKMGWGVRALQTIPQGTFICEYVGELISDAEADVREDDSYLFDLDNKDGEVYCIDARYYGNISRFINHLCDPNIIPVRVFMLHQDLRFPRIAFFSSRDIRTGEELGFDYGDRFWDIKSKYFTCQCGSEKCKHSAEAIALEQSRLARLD
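Methyltransferase reactions run at room temperature for 2 h (20 nM enzyme, 500 nM biotin-H3K9 peptide, 20 uM SAM) after a 15 min compound preincubation; product detected by AlphaScreen beads and anti-H3K9me1 antibody.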
RGS4 inhibitor: Inhibitors of Regulator of G Protein Signaling (RGS) 4: qHTS; Regulator of G-protein signaling 4 (Homo sapiens), P49798; Transcreener GDP fluorescence polarization, RGS4-accelerated GTP hydrolysis; Potency, µM (doses to about 114 µM), for inactives: at the top dose activity change, negative = inhibition, most hits filed as inhibitors; 390,000 compounds, 0.039% hits; AID 504845, 2011; also: potency is read from the fitted curve at half-maximal effect; % is scaled to controls: 0 for no effect and ±100 for the full control effect; nearly all actives have a fitted effect of over 75% in size; some results filed as inactive show a strong effect at the top dose
Target sequence (P49798 whole entry, looked up): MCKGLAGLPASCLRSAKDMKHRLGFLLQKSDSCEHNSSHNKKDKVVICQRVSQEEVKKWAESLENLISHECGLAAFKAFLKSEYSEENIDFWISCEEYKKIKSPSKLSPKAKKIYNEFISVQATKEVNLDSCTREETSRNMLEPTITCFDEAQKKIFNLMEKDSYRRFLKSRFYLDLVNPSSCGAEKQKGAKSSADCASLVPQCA
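MLSMR compounds (23 nl, pin-transferred) preincubated 10 min at room temperature with a 500nM (2x) first reagent, then RGS4 at 900nM (2x) plus Transcreener GDP mix added; fluorescence polarization (620/688 nm) read before and after 90 min at 30 °C.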
ERG-DNA inh: qHTS for Small Molecule Inhibitors of the ERG Ets/DNA interaction. Transcriptional regulator ERG (Homo sapiens), P11308. fluorescence polarization, His-ERG Ets domain / labelled DNA. Potency, µM (titrated, usually from 76.9 µM), for inactives: top-dose FP activity, negative = inhibition, actives largely listed as inhibitors. 370,000 compounds, 0.028% hits; active = well fitted inhibition curve with a large enough effect in the polarisation, with a control signal flat; inconclusive = small, poorly fitted or top-dose-only effect, or effect the other way, or a change in a side signal; inactive = no such curve, though single readings can be large or run the other way; the % refers to the polarisation;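 also: polarization taken with two DNA probes labelled with fluorescein and Texas red; potency is read from the fitted curve at half-maximal effect; % of control where 0% means no effect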
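His-tagged ERG Ets domain (1 uM in the protein solution; 300mM KCl, 50mM Tris-HCl, 1mM EDTA, 1mM DTT, pH 7.5) received compound, then a probe mix of 5 nM fluorescein-DNA and 100nM Texas-615-DNA. Fluorescence polarization was read for both dyes.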
HP1b binding inh: HTS for Inhibitors of HP1-beta Chromodomain Interactions with Methylated Histone Tails; Potency, µM (doses to about 114 µM), for the others: at the top dose activity change, negative = inhibition, most hits filed as inhibitors; Chromobox protein homolog 1 (Homo sapiens), P83916; 390,000 compounds, 0.56% hits; AlphaScreen HP1-beta / biotin-H3K9me3 peptide binding; also: potency is read from the fitted curve at half-maximal effect; nearly all actives have a fitted effect of over 70% in size; inactives centre near 23
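Compound inhibition of the preformed complex between 50 nM HP1-beta and 50 nM biotinylated H3K9me3 peptide was read by AlphaScreen. Buffer was PBS pH 7.4 with 0.01% Tween-20. Incubations ran 30 min at room temperature, with 10 ug/mL donor/acceptor beads.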
12-LOX inh: Primary qHTS assay for inhibitors of human arachidonate 12S-lipoxygenase (ALOX12): Round 2; AID 1671190, 2021; Potency, µM (titrated, usually from 108 µM), inactives show top-dose activity change, negative = inhibition, hits mostly inhibitors; Polyunsaturated fatty acid lipoxygenase ALOX12 (Homo sapiens), P18054; 580,000 compounds, 1.1% hits; purified 12hLO, xylenol orange hydroperoxide absorbance; also: potency is read from the fitted curve at half-maximal effect; % is scaled to controls: 0 for no effect and ±100 for the full control effect
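Purified human 12hLO at 150 nM in 25 mM Hepes, 0.01% Triton X-100, pH 7.0, preincubated 15 min at room temperature with compound. Reaction started with 40 uM arachidonic acid, 30 min at room temperature. Hydroperoxide measured by Fe-xylenol orange, 573/405 nm absorbance ratio.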
* = called active by the depositor; i = inactive; ? = inconclusive; . = no result given; [ ] = another dose, or the depositor's remark. Unless noted, calls follow the shape of the dose curve; as a rule, active = well fitted curve in the direction sought with a large enough effect; inconclusive = small, poorly fitted or top-dose-only effect, or another doubt; inactive = no such curve, though single readings can be large; an effect the other way counts as inactive or inconclusive.

Fields: GLS inhibitor | PI4K2A block | JMJD2A Tudor inh | BAZ2B block | G9a block | RGS4 inhibitor | ERG-DNA inh | HP1b binding inh | 12-LOX inh
1) Cc1ccc(S(=O)(=O)NC(C)C(c2cccs2)N2CCN(c3ccccc3)CC2)cc1 (stereo unspecified)
→ 13.2% | -5.0 | ? | -31.2% | ? | 18.4% | -1.5% | 18.8% | 17.6%
2) CCOC(=O)C(CC)N1CCN(Cc2ccc(F)cc2)C(=O)C1=O (stereo unspecified)
→ 2.3% | 10.2 | 3.6% | -0.9% | 9.4%[12.7 µM] | -16.7% | 3.7% | 37.1% | ?
3) O=C(Nc1ccc2c(c1)CCC2)c1ccc(Cl)nc1
→ 6.0% | 1.8 | -2.7% | -4.3% | 1.3% | 20.8% | -1.2% | 52.5%[activator] | -3.2%
4) Nc1ccc(C2(c3ccc(N)cc3)c3ccccc3C(=O)c3ccccc32)cc1
→ -5.6% | 1.5 | ? | . | . | 6.5% | 2.9% | ? | 238.5%[activator]
5) COc1cc(C2c3c(-c4ccc(C)cc4)n[nH]c3C(=O)N2c2ccc(F)cc2)ccc1O (stereo unspecified)
→ 5.6% | -21.7 | -13.8% | -9.4% | -66.7%[59 µM] | 11.5% | -6.1% | 25.4% | -22.4%
6) C=C(C)C1Cc2c(C)nn(-c3cccc4cccnc34)c2C1 (stereo unspecified)
→ 4.4% | -2.2 | -0.7%[11.4 µM] | -3.5% | 0.3%[12.7 µM] | 7.4%[11.4 µM] | -12.7% | 35.1% | 1.0%
7) CCCc1cc2c(cc1NC(=O)c1ccc(C(C)(C)C)cc1)OCO2
→ 0.7% | -1.2 | -17.2% | -20.7% | 11.0%[59 µM] | -25.7% | 9.1% | 30.8% | -5.6%
8) Cc1ccc(SC(CC(=O)c2ccc(F)cc2)C(=O)O)cc1 (stereo unspecified)
→ -11.7% | -0.9 | -4.9% | 49.2%[activator] | ? | ? | -1.4% | 50.8%[activator] | i
9) O=C(CSc1oc(-c2ccc(F)cc2)nc1S(=O)(=O)c1ccc(F)cc1)NCC1CCCO1 (stereo unspecified)
→ 2.1% | 4.9 | -16.5% | 7.8% | ? | -7.9% | -7.0% | 7.9% | -2.7%
10) CC(C)N(C(=O)[C@H]1C[C@H](CC(=O)NCc2ccco2)C(=O)N2CCc3c([nH]c4ccc(Cl)cc34)[C@]12C)C(C)C
→ 12.7% | 2.2 | ? | . | . | -19.2% | -0.6% | ? | -3.9%
11) CCOC(=O)C1CCN(C(=O)C2CCN(S(=O)(=O)N3CCC4(CC3)OCCO4)CC2)CC1
→ 2.5% | -0.8 | -18.2% | -0.4%[57.1 µM] | 2.3% | -9.3%[56.9 µM] | -3.7% | 44.9%[activator] | 9.8%
12) CCc1nnc(NC(=O)CSc2nnc(COc3ccc(C#N)cc3)n2-c2ccccc2)s1
→ 7.0% | -5.1 | -13.6% | -19.1% | -36.5% | -21.0% | 5.3% | 20.8% | -9.3%
13) CCN(CC)C(=O)Cn1c(=O)n(Cc2ccc(C(=O)NCCc3ccc(OC)c(OC)c3)cc2)c(=O)c2ccccc21
→ 5.1% | 2.8 | -13.0% | -0.5% | 10.7%[59 µM] | -3.1% | 1.1% | 17.0% | -27.7%
14) O=c1oc2ccccc2c(O)c1Sc1ccc(Cl)cc1
→ 24.4% | -2.4 | -16.0% | . | . | 8.0% | -21.3% | 31.0%[activator] | ?
15) CC(=O)N1CCCc2cc(S(=O)(=O)N(C)CC(=O)Nc3ccc(C(C)C)cc3)ccc21
→ 7.5% | -1.2 | -3.5% | 1.4% | -27.5%[59 µM] | -7.3% | -4.0% | 27.6%[57 µM] | -18.6%
16) Cc1cccc(C(=O)O/N=C(\N)c2ccc(Br)cc2)c1
→ -7.9% | 0.1 | 38.7%[activator] | 0.3% | 4.7% | -1.9% | 6.9% | 40.3% | 323.1%[activator]
17) COc1ccc(-c2[nH]ncc2CN2CCCC(C(=O)c3ccc(OC)cc3OC)C2)cc1 (stereo unspecified)
→ 0.0% | -3.6 | -9.4% | -15.7% | -1.9% | -8.4% | 1.9% | 25.3% | 0.9%
18) Cc1ccc(Cn2ccnc2C(=O)Nc2ccccc2)cc1
→ 1.9% | -0.9 | -11.1% | 15.5% | 48.3% | -5.1% | 17.4% | 35.3% | 1.6%
19) CCCCOC(=O)C1=C(C)NC(=O)NC1c1cccc([N+](=O)[O-])c1 (stereo unspecified)
→ -1.8% | -1.7 | -11.6% | ? | 10.1%[59 µM] | 4.4% | -1.3% | 33.5% | 0.0%
20) N#CC(=C(O)CN1CCN(c2ccccc2F)CC1)c1nc(-c2ccc(Cl)cc2)cs1
→ -3.5% | 0.1 | -6.9% | . | . | 0.2% | -6.1% | 10.2% | -8.7%
21) CCn1c(=O)c(C(=O)NCc2ccccn2)c(O)c2ccccc21
→ 13.9% | 8.0 | -14.2% | . | 8.1%[59 µM] | 2.2% | -1.3% | 42.3% | 0.0%
22) COc1ccc(O)c(C=NCC(C)N=Cc2cc(OC)ccc2O)c1 (stereo unspecified)
→ 8.7% | -4.8 | ? | ? | -4.8% | 4.6% | -1.7% | 11.8% | -5.7%
23) CSC1=N/C(=C\c2ccc(C)cc2)C(=O)S1
→ 1.1% | 5.9 | 38.5%[activator] | 38.9% | 55.2%[activator][12.7 µM] | 1.3% | 18.0% | 113.0%[activator] | ?
24) CC(=O)N/N=C/c1cc([N+](=O)[O-])ccc1OCCOc1ccccc1
→ 1.0% | -3.4 | 1.9% | -36.3% | 16.5%[59 µM] | -15.9% | 3.4% | 8.6% | -5.1%
25) CC1(C)Cc2c(C#N)c(N)sc(=S)c2CO1
→ 4.7% | 1.0 | ? | ? | 7.94µM* | -20.9% | . | -1.3% | ?
26) Cc1ccc(S(=O)(=O)N2CCc3ccccc3C2)cc1C
→ -13.7% | 3.5 | 55.2%[activator] | 46.2%[activator] | 32.5% | 20.3% | 12.9% | 91.1%[activator] | 9.1%
27) Cc1ccc(-c2nnn(CC(=O)Nc3ccc(S(=O)(=O)N4CCC(C)CC4)cc3)n2)cc1
→ 0.1% | 4.7 | -20.8% | 12.4% | ? | -24.3% | 7.6% | 3.3% | -1.3%
28) COc1cccc(-c2noc(CCCC(=O)N3CCOCC3)n2)c1
→ -6.7% | 10.2 | 8.1% | -0.9% | 5.8% | 29.9% | -0.6% | 37.3% | -2.7%
29) COc1ccccc1CNC(c1ccccc1)c1ccccc1
→ -1.8% | 2.4 | 49.2%[activator] | 51.3%[activator] | 110.6%[activator] | 28.7% | 11.4% | 121.5%[activator] | -12.2%
30) COc1ccc([C@H]2CC(=O)C=C(c3ccc(-c4ccccc4)cc3)C2)cc1OC
→ 2.3% | -2.7 | -13.6% | 16.7% | 14.9%[0.501 µM] | 1.9% | 13.6% | 23.8% | 15.8%
31) O=C(O)C1CCCCC1C(=O)Nc1cnn(Cc2ccccc2)c1 (stereo unspecified)
→ 8.5% | 15.7 | 7.9% | 0.7% | -3.6%[0.0925 µM] | 5.5% | 14.5% | 40.7%[activator] | 467.8%[activator]
32) CNC(=S)NC1CC2CCCC(C1)N2Cc1ccc(C)cc1 (stereo unspecified)
→ 5.3% | 1.4 | -13.7% | -4.2% | 2.5% | -4.1%[56.9 µM] | -0.8% | 42.8%[activator] | -21.3%
33) O=C(CCN1CCOCC1)c1ccc(N2CCCCC2)cc1
→ 16.2% | 15.6 | -32.4% | 7.2% | 1.1%[0.501 µM] | -37.3% | 0.1% | 30.1% | 16.7%
34) O=C(CSc1nc(-c2ccccc2)nc2ccccc12)Nc1nccs1
→ -12.4% | -0.4 | -7.0% | 8.0%[57.1 µM] | 5.3%[12.7 µM] | -10.0% | . | 6.2% | 12.5%
35) O=C(NCCSc1c(-c2ccc(Cl)cc2)[nH]c2ccccc12)c1ccc(S(=O)(=O)N2CCOCC2)cc1
→ -1.5% | 1.9 | -19.5% | -2.8% | -3.6%[59 µM] | -15.7% | -7.8% | 24.6% | -2.8%
36) CN1CCN(S(=O)(=O)c2ccc(C(=O)NC3CCCCC3)cc2)CC1
→ 15.9% | 0.7 | -3.4% | . | . | 18.7% | 4.6% | 41.9%[activator] | -12.3%
37) Cc1cccc(OCCn2c(SCC(=O)O)nc3ccccc32)c1
→ -4.7% | 0.4 | -8.3% | -0.8% | ? | -2.3% | -3.4% | 39.0%[activator] | ?

This is a subset; count on the stated rates, not on these rows.
